ADAM17 inh – ADAM17 inhibitors, primary screen, biochemical, QFRET. Disintegrin and metalloproteinase domain-containing protein 17 (Homo sapiens), P78536. inhibition, % at 6.95 µM. 370,000 tested, 0.83% active. recombinant ADAM17, EDANS/DABCYL FRET peptide cleavage;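 active = inhibition above the mean of compounds lying between control limits plus 3 SD, set per campaign, cut at about 8.5% in these data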;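 also: 0% = DMSO-only wells as the low control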
Target sequence (P78536 215-824 limits assumed): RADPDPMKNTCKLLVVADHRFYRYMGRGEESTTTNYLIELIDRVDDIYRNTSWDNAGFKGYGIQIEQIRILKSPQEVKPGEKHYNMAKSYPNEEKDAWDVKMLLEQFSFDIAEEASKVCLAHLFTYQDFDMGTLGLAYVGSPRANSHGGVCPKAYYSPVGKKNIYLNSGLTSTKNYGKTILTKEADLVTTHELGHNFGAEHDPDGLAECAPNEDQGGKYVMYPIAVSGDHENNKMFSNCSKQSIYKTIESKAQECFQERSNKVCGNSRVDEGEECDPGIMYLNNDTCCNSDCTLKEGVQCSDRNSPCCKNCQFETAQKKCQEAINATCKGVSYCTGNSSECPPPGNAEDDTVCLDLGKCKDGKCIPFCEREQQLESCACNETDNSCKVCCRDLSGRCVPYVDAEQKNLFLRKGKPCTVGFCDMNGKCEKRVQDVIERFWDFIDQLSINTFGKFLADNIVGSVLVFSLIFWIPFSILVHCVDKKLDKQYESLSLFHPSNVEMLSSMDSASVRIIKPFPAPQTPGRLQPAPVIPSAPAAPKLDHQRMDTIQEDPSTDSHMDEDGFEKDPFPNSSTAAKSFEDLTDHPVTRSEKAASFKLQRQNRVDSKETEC
PLCg1 inh – PLC-gamma1 enzyme inhibitors, primary screen, biochemical, fluorescence, purified enzyme; inhibition, % at 12.2 µM; 370,000 tested, 0.84% active; fluorogenic substrate; in the data active = inhibition above about 9.5%
KLK7 zymogen act – proKLK7 zymogen activators, primary screen, biochemical, fluorescence intensity | purified proKLK7, EDANS-DABCYL substrate fluorescence; 100% is mature enzyme control, 0% vehicle | activation, % at 7 µM | 370,000 tested, 0.9% active | AID 652039, 2013;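 active = activation above the mean of all tested compounds plus 3 SD, computed per campaign excluding outliers beyond control limits, cut at about 13% in these data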
MBD2 inh – inhibitors of MBD2 binding to methylated DNA, primary screen, biochemical, TR-FRET, DNA-binding domain, human; Methyl-CpG-binding domain protein 2 (Homo sapiens), Q9UBB5; MBD2 binding to methylated oligonucleotide; inhibition, % at 4.4 µM; 370,000 tested, 0.31% active; in the data active = inhibition above about 13%
PLC-beta3 inh – human PLC-beta3 inhibitors, primary screen, biochemical, fluorescence; AID 720704, 2013; 1-phosphatidylinositol 4,5-bisphosphate phosphodiesterase beta-3 (Homo sapiens), Q01970; Purified PLC-beta3, fluorogenic substrate; inhibition, % at 12.2 µM; 370,000 tested, 0.18% active; in the data active = inhibition above about 11%;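 also: 0% = median of compound wells on plate and 100% = full blocker control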
UHRF1 binding – UHRF1 methylated DNA binding inhibitors, primary screen, counter-screen for MBD2 inhibitor project, biochemical, TR-FRET, human UHRF1, single concentration; UHRF1 binding to methylated oligo; 370,000 tested, 0.75% active; E3 ubiquitin-protein ligase UHRF1 (Homo sapiens), Q96T88; inhibition, % at 4.4 µM; in the data active = inhibition above about 21%;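 also: UHRF1 SRA domain binding a hemimethylated CpG hairpin DNA probe; 0% = median of test compound wells and 100% = reference inhibitor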
ARFGAP1 inh – inhibitors of rat ARFGAP1 GAP activity, primary screen, biochemical, fluorescence polarization, GDP tracer. ADP-ribosylation factor GTPase-activating protein 1 (Rattus norvegicus), Q62848. Arfgap1-stimulated ARF1 GTP hydrolysis, GDP FP detection. inhibition, % at 16.5 µM. 360,000 tested, 0.26% active. AID 651572, 2012;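 active = inhibition above a per-plate limit, mean inhibition of low control wells plus 3 SD, cut at about 25% in these data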;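 also: 0% = DMSO wells with enzyme and 100% = wells lacking Arfgap1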
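material = rat Arfgap1 catalytic domain, aa 1-136 | also added = human ARF1(Δ1-17)-GTP substrate | compound dosing = one concentration, 16.5 µM, DMSO 1.26% | times = GTP hydrolysis reaction 2 h at 25 °C | measured by = FP, GDP Alexa 633 tracer displaced from anti-GDP antibody, 620/688 nm | evaluation = percent inhibition of Arfgap1-stimulated GTP hydrolysis | replication = single well per compound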
Tn7 DDE FP – inhibitors of Tn7 peptide binding to fibrin DD(E), primary screen, biochemical, fluorescence polarization, human fibrin, Tn7 probe. Fibrinogen beta chain (Homo sapiens), P02675. FP displacement of FITC-Tn7 peptide from fibrin DD(E); 0% = median of compound wells per plate. inhibition, % at 8.3 µM. 370,000 tested, 0.13% active;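 active = inhibition above the mean of compounds falling within the control limits plus 3 SD of them, cut at about 14% in these data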;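 also: 0% = plate median of compound wells and 100% = 10 µM Aha-Tn7 peptide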
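system = human fibrin DD(E) protein | quantity = DD(E) 2 µM final | medium = Tris/NaCl/CaCl2 buffer, pH 7.8 | also added = labelled Tn7 tracer, 0.1 µM | compound dosing = single point at 8.3 µM | timing = compound with protein 10 min, then 3 h after probe, room temperature | signal = FP measurement | benchmarks = Aha-Tn7 high control | repeats = one replicate per compound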
DDE Tn6 FP inh – inhibitors of Tn6 peptide binding to fibrin DD(E), primary screen, biochemical, fluorescence polarization, human fibrin, Tn6 probe; Fibrinogen beta chain (Homo sapiens), P02675; Fibrin DD(E) TRITC-Tn6 fluorescence polarization displacement; inhibition, % at 8.3 µM; 370,000 tested, 0.21% active;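 active = inhibition above a per-campaign cutoff: mean of compounds within control limits plus 3 SD, cut at about 15% in these data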;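 also: 0% = median of all compound wells on the plate and 100% = blocking peptide control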
ASAP1 GAP inh – inhibitors of human ASAP1 ArfGAP activity, primary screen, biochemical, fluorescence polarization; Arf-GAP with SH3 domain, ANK repeat and PH domain-containing protein 1 (Homo sapiens), …; ASAP1-stimulated ARF1 GTP hydrolysis, GDP FP detection; inhibition, % at 16.5 µM; 360,000 tested, 0.19% active; in the data active = inhibition above about 25%;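 also: 0% = vehicle with enzyme and substrate and 100% = no enzyme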
Target sequence (Q9ULH1 325-724 limits assumed): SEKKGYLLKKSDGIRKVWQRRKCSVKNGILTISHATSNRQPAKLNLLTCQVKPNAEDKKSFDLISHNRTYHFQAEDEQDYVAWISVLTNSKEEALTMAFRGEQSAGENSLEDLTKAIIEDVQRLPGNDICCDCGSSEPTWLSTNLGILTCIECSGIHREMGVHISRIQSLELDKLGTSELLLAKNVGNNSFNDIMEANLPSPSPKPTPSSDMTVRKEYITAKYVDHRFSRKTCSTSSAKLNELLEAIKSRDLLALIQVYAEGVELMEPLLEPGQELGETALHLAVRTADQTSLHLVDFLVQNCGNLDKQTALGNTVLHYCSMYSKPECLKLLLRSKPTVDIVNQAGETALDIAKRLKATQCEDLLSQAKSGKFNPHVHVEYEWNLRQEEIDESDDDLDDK
Active calls of the source: *; x = no result given.

SMILES	ADAM17 inh	PLCg1 inh	KLK7 zymogen act	MBD2 inh	PLC-beta3 inh	UHRF1 binding	ARFGAP1 inh	Tn7 DDE FP	DDE Tn6 FP inh	ASAP1 GAP inh
COc1ccc(CCN2CC(C(=O)N(C)CC(=O)Nc3cccc(F)c3)CC2=O)cc1OC (configuration not stated)	2	1	0.5	-1	-7	2	9	-5	5	-7
Cc1cc(C)cc(NC(=O)CCc2nc3sc4c(c3c(=O)[nH]2)CCCC4)c1	-5	-9	-1.2	2	-25	-6	-5	2	9	4
CCCOP(=O)(c1ccc(N(C)C)cc1)C(O)c1cc(OC)ccc1OC (configuration not stated)	-5	0	0.7	-1	-2	0	-7	-9	4	-6
CC1(C)OC(=O)N(CCC(=O)Nc2cccc(F)c2)C1(C)O (configuration not stated)	1	1	0.0	-4	2	-1	3	-4	-2	-1
Cc1csc(CN(C)C(=O)CC2C(=O)NCCN2CC(C)(C)C)n1 (configuration not stated)	-6	-17	-0.1	-3	-16	-5	-9	-1	5	1
Cc1cc(OCC(=O)OCC(=O)c2c(N)n(C)c(=O)n(C)c2=O)ccc1Cl	-7	4	0.3	8	-11	12	-9	9	-4	-8
COc1ccc2c(c1)NC(c1cc(Cl)cc(Cl)c1O)c1cccn1-2 (configuration not stated)	-5	-17	0.2	4	-21	-6	-3	2	-4	-1
C#CCN(C)CCCOc1ccc(Cl)cc1Cl	0	6	-0.7	-1	0	0	1	-2	-3	1
COc1cc(C(N)=O)ccc1OCc1ccccc1	4	7	-0.6	4	11*	6	-2	-1	3	6
Cc1ccc(Nc2nc(C(=O)NCc3ccco3)cs2)cc1	1	-1	-0.4	-2	-4	-1	-8	11	4	9
C=CCn1c(SCC(=O)Nc2nc3ccccc3s2)nc(O)c(CC)c1=O	1	-1	0.4	-2	-8	-1	-4	-5	8	-9
CCCCn1c(N)c(N(CCOC)C(=O)c2ccc(N3CCCC3)c([N+](=O)[O-])c2)c(=O)[nH]c1=O	-2	-4	0.1	-7	-7	-7	8	6	-1	-2
C=CCNC(=S)N/N=C/c1ccc(C(F)(F)F)cc1	1	2	0.4	-1	4	0	5	-3	-6	2
COC(=O)CCCn1nc(NC(=O)c2ccco2)cc1C	-6	1	-0.9	1	-3	3	10	5	-3	11
O=C(c1cccs1)C1CCCN(Cc2nc(Cc3ccccc3F)no2)C1 (configuration not stated)	1	2	0.9	-5	0	0	-6	-1	-6	-7
COc1ccccc1Nc1nnc(C)c(=O)[nH]1	-4	-2	-0.2	3	0	4	9	4	-2	6
O=C(N/N=C1/CC2C=CCC12)c1ccc(Br)o1 (configuration not stated)	-4	-3	-0.2	-1	-6	-4	-3	-5	8	-5
CC(=O)Nc1ccc(-c2ccnc3c2CC(C)(C(=O)Nc2ccc(C(C)C)cc2)O3)cc1 (configuration not stated)	6	0	0.1	4	0	-4	3	8	2	7
OC(CNCc1ccccc1)Cn1ccc2ccccc21 (configuration not stated)	-4	-2	0.7	-1	-3	27*	3	-2	-8	-1
CCOC(=O)c1cn(CC(=O)Nc2ccccc2C(=O)OCC)nn1	0	4	0.3	2	-2	-1	0	3	-1	2
Cc1ccc(C)c(SCC(=O)NNC(=O)c2csc(N3CCOCC3)n2)c1	1	-2	-0.2	-1	-10	-1	11	-1	-2	3
Cc1cc(C)nc(NS(=O)(=O)c2ccc(NC(=O)c3ccccc3Br)cc2)n1	-1	1	-0.1	1	1	6	3	-2	0	-18
C=CCNC(=O)c1ccc(C(=O)c2ccccc2)cc1	-1	-3	-0.3	-1	-2	0	12	4	-1	0
CC(=O)c1cccc(NC(=O)c2cc(=O)[nH]c3ccc(S(=O)(=O)N4CCOCC4)cc23)c1	-2	2	-1.4	-1	0	2	-1	-2	-5	1
COc1ccc(S(=O)(=O)N2CCN(C(=O)CN3C(=O)NC(C)(c4ccc5ccccc5c4)C3=O)CC2)cc1 (configuration not stated)	3	1	0.1	0	-6	2	8	-1	-5	2

Reprinted from the part before: three compounds; new compounds follow.
SMILES	ADAM17 inh	PLCg1 inh	KLK7 zymogen act	MBD2 inh	PLC-beta3 inh	UHRF1 binding	ARFGAP1 inh	Tn7 DDE FP	DDE Tn6 FP inh	ASAP1 GAP inh
C=CCNC(=O)c1ccc(C(=O)c2ccccc2)cc1	-1	-3	-0.3	-1	-2	0	12	4	-1	0
CC(=O)c1cccc(NC(=O)c2cc(=O)[nH]c3ccc(S(=O)(=O)N4CCOCC4)cc23)c1	-2	2	-1.4	-1	0	2	-1	-2	-5	1
COc1ccc(S(=O)(=O)N2CCN(C(=O)CN3C(=O)NC(C)(c4ccc5ccccc5c4)C3=O)CC2)cc1 (configuration not stated)	3	1	0.1	0	-6	2	8	-1	-5	2
CCOc1ccc2nc(C)cc(Nc3ccc4c(c3)OCCO4)c2c1	-1	1	-0.3	-3	-7	1	-1	3	1	-3
Oc1cc2c(cc1CN1CCN(c3cccc(C(F)(F)F)c3)CC1)CCC2	-1	0	0.2	5	0	2	-4	-2	-16	-4
COc1ccc(Cl)cc1NC(=O)CN(C)C(=O)Cn1cnnn1	0	0	-0.7	-3	4	-3	9	-6	0	-1
Cc1ccc(C2C(C#N)=C(N)Oc3cc4c(cc32)OCO4)cc1 (configuration not stated)	-10	-57	0.2	0	-74	2	25*	-3	3	4
COC(=O)C[C@H]1C[C@H]2c3cc(NC(=O)CC4CC4)ccc3O[C@H]2[C@H](CO)O1	-6	0	-0.8	1	-1	1	13	1	-3	-11
Cc1ccc(C)c(NC(=O)CNC(=O)N2CC(=O)Nc3ccccc32)c1	-2	1	0.5	2	-8	1	-1	-8	4	-10
CC(C)(O)C#Cc1ccc(C(=O)N2CCN(C(=O)c3ccco3)CC2)cc1	-7	-2	0.2	3	-1	1	4	4	-4	-12
Brc1cccc(OCCCCn2cncn2)c1	-5	-1	0.5	-1	-8	4	18	-2	-1	15
O=Cc1cc(OCc2ccccc2)ccc1[B-](F)(F)F	1	0	-2.6	2	1	-3	-10	-1	-3	-11
CCOc1cc(Br)cc(C(c2c(C(=O)O)[nH]c3ccccc23)c2c(C(=O)O)[nH]c3ccccc23)c1O	-2	28*	-0.2	3	-10	-2	-27	6	7	-7
CC(C)[C@@H]1NC(=O)[C@H]2C[C@@]3(C)c4ccccc4N[C@H]3N2C1=O	-4	-3	-0.3	2	-5	2	x	1	4	x
COC(=O)C1C2CC3c4[nH]c5cc(OC)ccc5c4CCN3CC2CC(OC2CCCCO2)C1OC (configuration not stated)	-38	-170	-3.1	-11	-204	-6	7	2	-3	7
Cc1ccccc1Nc1nc(N)nc(CSc2nncn2C)n1	-2	1	0.3	3	-4	-3	-3	0	-1	-16
CC(C)OC(=O)C1OC1(C)c1ccccc1 (configuration not stated)	-5	1	-0.3	6	-8	1	10	1	8	12
CCNC(=O)CC1SC(=Nc2ccc(C)cc2)N(CC)C1=O (configuration not stated)	-2	-1	0.5	-1	1	3	2	2	-2	0
COc1ccc(CCC(=O)N2CCN(S(=O)(=O)c3ccc4ccccc4c3)CC2)cc1	-2	-2	0.8	1	-1	0	6	6	-3	6
C[N+](C)(C)CCCN1C(=O)CCCC1=O	-1	4	0.6	-5	4	-2	0	-2	0	-1
O=C(/C=C/Nc1ccc(F)cc1)c1ccco1	1	-7	-0.6	0	-10	1	-2	-4	-1	6
O=[N+]([O-])c1ccc(OCc2cccc(COc3ccc([N+](=O)[O-])cc3)n2)cc1	-1	-1	0.5	-1	5	-1	-4	9	5	2
CC1(NC(=O)c2cc(Cl)nc3ccccc23)CCS(=O)(=O)C1 (configuration not stated)	-8	-14	0.3	-1	-23	-1	-8	-3	1	1
CCc1cc2ccccc2nc1SCC(=O)NC1CCCC1	1	-1	-0.4	-2	-4	-2	-1	0	0	8
CCOC(CCn1c(SCC(=O)Nc2cc(C)on2)nc2ccccc2c1=O)OCC	-1	-2	0.0	4	1	8	-6	2	-9	0
O=C(CS(=O)(=O)c1ccccc1)Nc1nccs1	0	3	0.3	-4	-3	-2	0	-3	4	-1
CC1(C)CC(=O)C/C(=N/NC(=O)COc2ccc(Cl)cc2Cl)C1	-3	-14	0.1	0	-28	1	15	-3	-5	1
CCOC(=O)C1=C(c2ccccc2)N=c2sc(=Cc3cc(OC)c(OC)c(OC)c3)c(=O)n2C1c1cccs1 (configuration not stated)	-5	-20	-1.6	5	-33	3	2	-2	-2	-4

Continuation.
SMILES	ADAM17 inh	PLCg1 inh	KLK7 zymogen act	MBD2 inh	PLC-beta3 inh	UHRF1 binding	ARFGAP1 inh	Tn7 DDE FP	DDE Tn6 FP inh	ASAP1 GAP inh
O=C(NCc1ccncc1)Nc1ccccc1F	-2	3	0.7	4	2	0	20	-2	0	6
COCCN1C=C(C(=O)OC)C(c2ccc3c(c2)OCO3)C(C(=O)OC)=C1	-54	-106	-1.5	-4	-144	1	-1	-13	1	6
CCOc1ccc(OCCCC(=O)NC2=NCCS2)cc1	-4	0	0.1	-2	6	1	-10	-3	4	3
O=C(c1cc(COc2c(F)cccc2F)on1)N1C[C@H]2CC[C@H]1C2	0	1	-1.0	-1	-8	-4	-21	-2	-3	-8
O=C(NCc1ccc(Cl)cc1)Nc1ccc(F)cc1	0	2	-0.2	-4	-3	3	5	1	2	-11
O=C(NCc1nnc(SCC(=O)N2CCN(c3ccccc3)CC2)o1)c1ccc(F)cc1	-1	2	-0.3	0	-6	0	13	-1	2	-4
Cc1ccc(NC(=O)CC2SC(=Nc3ccc(O)cc3)NC2=O)cc1 (configuration not stated)	-1	3	0.0	0	0	3	8	-5	-4	-6
O=C(c1nc2ccccn2c1CNCC1OCCc2ccccc21)N1CCOCC1 (configuration not stated)	-4	-4	-0.2	5	-4	6	15	-3	-2	0
CC1(C)Cc2cccc(OCC(=O)N3CCN(c4cccc(Cl)c4)CC3)c2O1	-3	-1	-0.1	0	-5	1	-4	-2	0	3
C/C(=C\C(=O)C(F)(F)F)Nc1ccc(C(F)(F)F)cc1	5	2	-0.1	-5	2	-1	12	-2	1	-16
CCOc1ccccc1NC(=O)N1CCC(NC(=O)C2CCCCC2)CC1	-3	-1	-0.2	1	-2	0	15	-3	2	-3
COc1ccc(CCNC(=O)COC(=O)Cn2cnc3ccccc3c2=O)cc1	-5	2	0.1	7	0	4	-16	4	-4	-6
